KLF5 inhibitor = KLF5 expression inhibitors, primary screen, DLD-1 cells, luminescence | DLD-1 KLF5 promoter-luciferase reporter | inhibition, % at 5 µM | 290,000 compounds, 0.23% hits | AID 1700, 2009;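 active = inhibition above a per-plate limit of that plate's mean compound inhibition plus 3 SD, cut at about 60% in these data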;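 also: 0% = DMSO wells and 100% = LY294002 at 200 µM; higher means less KLF5 promoter-driven luciferase light; inactives centre near -14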
HSF1 inh = HSF1 inhibitors in luciferase reporter cells, primary screen, cell-based, NIH3T3, luminescence; NIH3T3-HGL HSE-luciferase, MG132-induced, luminescence 8 h; stronger effect = lower value; activity change, negative = inhibition, % at 7.5 µM (by protocol); 300,000 compounds, 0.77% hits; AID 2098, 2009;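 active = more than half of replicate wells show activity change below -50%, luminescence cut by over half; inconclusive = some wells, but at most half, below -50%; inactive = no replicate well below -50%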;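 also: luciferase reports HSF-1 transcriptional activity via heat shock element; 0% = median of DMSO wells and -100% = zero luminescence signal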
GSK3beta inhib = human GSK3beta kinase inhibitors, primary screen, biochemical, cell-free homogeneous, HTS. Glycogen synthase kinase-3 beta (Homo sapiens), P49841. GST-GSK3beta kinase, ADP-Glo luminescence, 60 min; stronger effect = lower value. activity score (negative = inhibition), % at 10 µM. 300,000 compounds, 0.038% hits. AID 2097, 2009;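 active = more than half of replicate wells score below -50%, meaning over 50% inhibition versus plate controls; inconclusive = some replicates but at most half score below -50%; inactive = no replicate scores below -50%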;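 also: 0% = median DMSO wells and -100% = median GW8510 positive control wells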
Target sequence (P49841 whole entry, looked up): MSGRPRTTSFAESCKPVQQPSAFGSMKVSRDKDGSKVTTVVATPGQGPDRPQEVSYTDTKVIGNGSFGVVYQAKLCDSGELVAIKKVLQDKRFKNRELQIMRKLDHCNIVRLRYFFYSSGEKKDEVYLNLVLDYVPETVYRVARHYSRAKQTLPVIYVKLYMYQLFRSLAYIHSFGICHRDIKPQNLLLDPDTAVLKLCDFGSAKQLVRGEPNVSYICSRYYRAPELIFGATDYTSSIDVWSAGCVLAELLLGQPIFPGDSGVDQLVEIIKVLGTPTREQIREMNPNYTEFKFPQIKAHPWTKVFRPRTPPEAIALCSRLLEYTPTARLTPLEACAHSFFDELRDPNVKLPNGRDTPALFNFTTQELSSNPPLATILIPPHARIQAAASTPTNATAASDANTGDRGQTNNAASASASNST
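test system = GST-tagged human GSK3beta kinase, cell-free | reagent = 25 µM ATP with peptide substrate | dosing = one dose of 10 µM per compound | schedule = 60 min reaction, RT | detection = luminescent ADP-Glo measurement of ADP formed | control set = DMSO neutral wells and GW8510 at 20 µM as positive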
aSyn UTR inh = MLPCN primary screen, SNCA 5' untranslated region; 300,000 compounds, 0.82% hits; inhibition, % (tested at 7.5 µM); AID 1813, 2009; alpha-synuclein 5'UTR reporter, inhibitor activity; in the data active = inhibition above about 60%; inconclusive = no clear call, values can overlap the other calls;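 also: H4 neuroglioblastoma cells stably carrying SNCA 5'UTR luciferase fusion; 0% = DMSO wells and 100% = positive control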
AI-2 QS modul = Vibrio harveyi AI-2 quorum sensing modulators, primary screen, JMH597 strain, luminescence/OD600 ratio; activity change, % at 7.5 µM; 300,000 compounds, 0.4% hits; Vibrio harveyi JMH597 AI-2 luminescence/OD600 ratio, 9 h; stronger effect = lower value; strain lacks LuxN and CqsS sensors; 0 = neutral-control median; AID 2094, 2009; in the data active = activity change below about -75%, passing the limit was not always enough; inconclusive = no clear call, values can overlap the other calls;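 also: luminescence divided by OD600 gain over 9 h not by final OD600 alone; inactives centre near 13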
HIF act = HIF pathway transcriptional activators, primary screen, cell-based, U2OS HRE-luciferase, luminescence; U2OS HRE-luciferase reporter; normalized: DMSO 0%, desferrioxamine 100%; activation, % at 7.5 µM (by protocol); 300,000 compounds, 0.32% hits;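 active = mean activation of at least 10% of the iron chelator positive control signal, with at least half of replicates also reaching 10%; inconclusive = mean and replicate majority disagree about reaching 10%; inactive = mean and most replicates under 10%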
HSP90 inh = HSP90 inhibitors, primary screen, cell lysate, luminescence | inhibition, % at 5.6 µM | Rabbit reticulocyte lysate, luciferase refolding luminescence, 3 h | Heat shock protein HSP 90 (rabbit reticulocyte lysate; luciferase refolding) | 290,000 compounds, 0.91% hits;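 active = inhibition above the screen-wide mean plus 3 SD, computed separately per campaign, cut at about 16% in these data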;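 also: 0% = DMSO wells and 100% = 60 µM geldanamycin wells; inhibitors lower the luminescence because luciferase stays unfolded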
IEC-6 tox = cytotoxicity in IEC-6 intestinal epithelial cells, primary screen, cytotoxicity control for KLF5 inhibitor project, cell-based, luminescence; 290,000 compounds, 0.78% hits; AID 1825, 2009; IEC-6 cytotoxicity, luminescence viability; inhibition, % at 5 µM; in the data active = inhibition above about 22%;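 also: 0% = plate median of test compound wells and 100% = cytotoxic reference compound wells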
GSK3A inh = blockers of GSK3A enzyme activity – biochemical, luminescence, cell-free homogeneous, HTS, primary screen | inhibition, % at 10 µM | Glycogen synthase kinase-3 alpha (Homo sapiens), P49840 | GSK-3 alpha kinase, ADP-Glo luminescence, 60 min | AID 2650, 2010 | 320,000 compounds, 0.1% hits;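 in the data active = inhibition above about 50%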;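 also: GST-tagged GSK-3 alpha with peptide substrate and 25 µM ATP; 0% = DMSO neutral wells and 100% = GW8510 positive control wells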
Target sequence (P49840 whole entry, looked up): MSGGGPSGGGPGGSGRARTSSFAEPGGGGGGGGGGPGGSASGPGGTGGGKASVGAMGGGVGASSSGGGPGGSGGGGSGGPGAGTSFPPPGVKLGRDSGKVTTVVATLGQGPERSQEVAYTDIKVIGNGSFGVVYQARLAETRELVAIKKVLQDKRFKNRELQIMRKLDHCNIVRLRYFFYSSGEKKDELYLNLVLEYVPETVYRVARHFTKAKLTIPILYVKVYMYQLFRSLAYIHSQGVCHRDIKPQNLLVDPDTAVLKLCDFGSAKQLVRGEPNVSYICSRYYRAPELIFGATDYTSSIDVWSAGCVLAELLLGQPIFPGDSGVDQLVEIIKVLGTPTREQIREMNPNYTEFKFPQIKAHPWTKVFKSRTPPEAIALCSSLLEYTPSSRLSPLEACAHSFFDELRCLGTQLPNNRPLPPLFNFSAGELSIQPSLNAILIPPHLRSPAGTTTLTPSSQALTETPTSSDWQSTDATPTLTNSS
HSF1 activator = HSF-1 activators, primary screen, NIH3T3-HGL cells, MG132 stress, luminescence, single point; NIH3T3-HGL HSF-1 luciferase reporter, 8 h; 100% = twice DMSO control signal; activation, % at 9 µM; 300,000 compounds, 1.7% hits; AID 504408, 2011;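 active = mean replicate activation of at least 50% with a set share of replicates each reaching 50%; inconclusive = only one of those two conditions met; inactive = mean below 50% and too few replicates reaching it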;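 also: 0% = median of the neutral control wells and 100% = twice that signal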
* = called active by the depositor. This is a random part of the collection; 4.7% or so of the library scored in one or more.

Screening O=C(C[n+]1cc(Br)cc2ccccc21)c1ccc(F)cc1 returned KLF5 inhibitor -34, HSF1 inh 8, GSK3beta inhib -1, aSyn UTR inh 3, AI-2 QS modul 8, HIF act 0.3, HSP90 inh -4, IEC-6 tox 3, GSK3A inh -2 and HSF1 activator 8.
For COc1ccc(Br)c(C(=O)N2CCN(S(=O)(=O)c3cccs3)CC2)c1 the results were KLF5 inhibitor 3, HSF1 inh 0, GSK3beta inhib 1, aSyn UTR inh 24, AI-2 QS modul 8, HIF act -0.3, HSP90 inh 1, IEC-6 tox 0, GSK3A inh 0 and HSF1 activator -22.
Cc1cc(C)c2c(c1)C1(OCCO1)C(=O)N2 was read as KLF5 inhibitor -24, HSF1 inh -2, GSK3beta inhib 4, aSyn UTR inh 15, AI-2 QS modul 22, HIF act 2.3, HSP90 inh -4, IEC-6 tox 1, GSK3A inh -3 and HSF1 activator 0.
Cc1cc(NC(=O)CCC(=O)N(CC(=O)NCC2CCCO2)c2ccc(F)c(Cl)c2)no1 (centres undefined) was read as KLF5 inhibitor 16, HSF1 inh -5, aSyn UTR inh 0, HIF act -1.2, HSP90 inh -3, IEC-6 tox -5, GSK3A inh 0 and HSF1 activator 2.
Screening O=C(COc1ccc(Cl)cc1)N1CCCCC1 returned KLF5 inhibitor -35, HSF1 inh 19, GSK3beta inhib -1, aSyn UTR inh -51, AI-2 QS modul 22, HIF act 2.2, HSP90 inh -4, IEC-6 tox -2, GSK3A inh -5 and HSF1 activator 9.
`Cc1ccc(S(=O)(=O)Nc2c(C)nn(C)c2C)cc1C` gave HSF1 inh -3, GSK3beta inhib 10, aSyn UTR inh 10, AI-2 QS modul 10, HIF act 0.1, GSK3A inh 0 and HSF1 activator 3.
Screening COCCn1c(SCC(=O)NCc2ccc(F)cc2)nc2ccccc21 returned KLF5 inhibitor -33, HSF1 inh 4, GSK3beta inhib 3, aSyn UTR inh 9, AI-2 QS modul 10, HIF act -0.2, HSP90 inh 5, IEC-6 tox 0, GSK3A inh -2 and HSF1 activator 13.
Screening Cc1cccc(Cn2c(N(C)Cc3ccccc3)nc3c2c(=O)[nH]c(=O)n3C)c1 returned KLF5 inhibitor -34, HSF1 inh 7, GSK3beta inhib 2, aSyn UTR inh 29, AI-2 QS modul 4, HIF act -0.4, HSP90 inh 0, IEC-6 tox -4, GSK3A inh -2 and HSF1 activator 14.
O=C(Nc1cccc2c1CCCC2)c1cc([N+](=O)[O-])ccc1Cl was read as KLF5 inhibitor -8, HSF1 inh 31, GSK3beta inhib 2, aSyn UTR inh -79, AI-2 QS modul 33, HIF act -0.1, HSP90 inh -3, IEC-6 tox -9, GSK3A inh -3 and HSF1 activator 55*.
O=C(c1nc2ccc(Cl)cn2c1CN1CCCC1)N1CCc2ccccc2C1 was read as KLF5 inhibitor 4, HSF1 inh 2, GSK3beta inhib 0, aSyn UTR inh 15, AI-2 QS modul 27, HIF act 0.1, HSP90 inh -4, IEC-6 tox -13, GSK3A inh -4 and HSF1 activator 10.
`COc1ccccc1C/C(N)=N/OC(=O)COc1ccc2ccccc2c1` gave KLF5 inhibitor -1, HSF1 inh -12, GSK3beta inhib -2, aSyn UTR inh 7, AI-2 QS modul 2, HIF act 0.7, HSP90 inh -4, IEC-6 tox 0, GSK3A inh -2 and HSF1 activator -5.
`COc1ccccc1NS(=O)(=O)c1cc(C(=O)NCC(c2ccco2)N2CCCCC2)ccc1C` (centres undefined) gave HSF1 inh 1, GSK3beta inhib 4, aSyn UTR inh -23, AI-2 QS modul 27, HIF act -1.4, GSK3A inh 2 and HSF1 activator -8.
For O=C(NNS(=O)(=O)c1ccc(F)cc1)c1ccc(O)cc1 the results were KLF5 inhibitor -18, HSF1 inh 1, GSK3beta inhib 2, aSyn UTR inh 7, AI-2 QS modul 24, HIF act -0.5, HSP90 inh 2, IEC-6 tox 11, GSK3A inh -6 and HSF1 activator 19.
Screening O=C(CSc1nnc(-c2ccccn2)o1)Nc1ccccc1F returned KLF5 inhibitor -110, HSF1 inh 9, GSK3beta inhib -1, aSyn UTR inh -23, AI-2 QS modul 22, HIF act -1.0, HSP90 inh 3, IEC-6 tox -1, GSK3A inh -3 and HSF1 activator 23.
Screening O=C(Nc1cccc(N2C(=O)C3C4C=CC(C4)C3C2=O)c1)c1cccs1 (centres undefined) returned KLF5 inhibitor -33, HSF1 inh -10, GSK3beta inhib -2, aSyn UTR inh 7, AI-2 QS modul 13, HIF act -0.3, HSP90 inh -3, IEC-6 tox 1, GSK3A inh 0 and HSF1 activator -8.
`CCC(C)NC(=O)C1CCN(S(=O)(=O)N2CCC3(CC2)OCCO3)CC1` (centres undefined) gave KLF5 inhibitor -4, HSF1 inh -5, GSK3beta inhib -3, aSyn UTR inh 6, AI-2 QS modul 6, HIF act -0.8, HSP90 inh 6, IEC-6 tox 1, GSK3A inh 2 and HSF1 activator 2.
Screening CN1/C(=C\C(=O)Nc2cccnc2)c2ccccc2CC1(C)C returned KLF5 inhibitor 11, HSF1 inh -3, GSK3beta inhib 0, aSyn UTR inh -5, AI-2 QS modul 8, HIF act -0.2, HSP90 inh -2, IEC-6 tox -2 and HSF1 activator -10.
Screening CCc1ccc(NC(=O)CSc2nc(N)c(NC(=O)c3ccc(F)c(F)c3)c(=O)[nH]2)cc1 returned KLF5 inhibitor -14, HSF1 inh -10, GSK3beta inhib -5, aSyn UTR inh -3, AI-2 QS modul 26, HIF act -0.2, HSP90 inh 0, IEC-6 tox -8, GSK3A inh -3 and HSF1 activator 4.
For CC(Oc1cccc(F)c1)c1ccnc2nc(/N=C/N(C)C)nn12 (centres undefined) the results were KLF5 inhibitor -15, HSF1 inh 0, GSK3beta inhib -2, aSyn UTR inh 4, AI-2 QS modul 4, HIF act -0.3, HSP90 inh -1, IEC-6 tox 0, GSK3A inh 0 and HSF1 activator 9.
For N#CCN1CCC2(O)CCCCC2C1c1ccc2c(c1)OCO2 (centres undefined) the results were KLF5 inhibitor -27, HSF1 inh 0, GSK3beta inhib 0, aSyn UTR inh -6, AI-2 QS modul 14, HIF act -0.1, HSP90 inh -3, IEC-6 tox -2, GSK3A inh 8 and HSF1 activator 3.
`O=C(CN1C(=O)NC2(CCOc3ccccc32)C1=O)c1ccc(F)c(F)c1` (centres undefined) gave HSF1 inh 0, GSK3beta inhib 7, aSyn UTR inh -1, AI-2 QS modul -9, HIF act 0.1, GSK3A inh 2 and HSF1 activator 5.
CC(C)C(=O)NC(=S)Nc1ccc(S(=O)(=O)N(C)C)cc1 was read as KLF5 inhibitor -29, HSF1 inh 0, GSK3beta inhib -4, aSyn UTR inh -5, AI-2 QS modul -36, HIF act 0.0, HSP90 inh 2, IEC-6 tox 5, GSK3A inh 1 and HSF1 activator 3.
`CCCCn1c(N)c(N(CC(C)C)C(=O)c2ccc(OCc3c(C)noc3C)cc2)c(=O)[nH]c1=O` gave HSF1 inh -1, GSK3beta inhib 6, aSyn UTR inh 1, AI-2 QS modul 28, HIF act 1.0, GSK3A inh 0 and HSF1 activator 7.
`Cc1ccc(-n2nnc3c(=O)n(Cc4cc(C)ccc4C)cnc32)cc1` gave KLF5 inhibitor -24, HSF1 inh -3, GSK3beta inhib -4, aSyn UTR inh 7, AI-2 QS modul 14, HIF act 0.2, HSP90 inh -1, IEC-6 tox 3, GSK3A inh -3 and HSF1 activator 26.
Screening NC(=O)c1ccc(N=Cc2ccc([N+](=O)[O-])s2)cc1 returned KLF5 inhibitor -16, HSP90 inh -4, IEC-6 tox -3 and GSK3A inh -1.
For CC(=O)Nc1ccc2nc(C)n(Cc3ccc(Cl)cc3)c(=O)c2c1 the results were KLF5 inhibitor -50, HSF1 inh 7, GSK3beta inhib 4, aSyn UTR inh -78, AI-2 QS modul 19, HIF act 2.2, HSP90 inh -2, IEC-6 tox 16, GSK3A inh -3 and HSF1 activator 9.
COc1ccc(-c2cc(=O)oc3cc(OCC(=O)NCCCn4ccnc4)ccc23)cc1 was read as KLF5 inhibitor -12, HSF1 inh 4, GSK3beta inhib -2, aSyn UTR inh 19, AI-2 QS modul 5, HIF act 0.0, HSP90 inh -9, IEC-6 tox 1, GSK3A inh 2 and HSF1 activator -4.
Screening CCCNC(=O)CCn1cc(-c2ccc(OC)cc2)nc1-c1ccncc1 returned KLF5 inhibitor -10, HSF1 inh -5, GSK3beta inhib 1, aSyn UTR inh 7, AI-2 QS modul 5, HIF act -0.5, HSP90 inh -5, IEC-6 tox 4, GSK3A inh 0 and HSF1 activator -18.
Screening CCN(CC)c1ccc2oc(=O)c(C)nc2c1 returned KLF5 inhibitor -17, HSF1 inh -3, GSK3beta inhib 1, aSyn UTR inh 16, AI-2 QS modul 28, HIF act -1.1, HSP90 inh 5, IEC-6 tox -9, GSK3A inh -1 and HSF1 activator -16.
Cc1cc(NC(=O)COC(=O)c2cccc(S(=O)(=O)N(C)C3CCCCC3)c2)no1 was read as KLF5 inhibitor -8, HSF1 inh -8, GSK3beta inhib 1, aSyn UTR inh -3, AI-2 QS modul 26, HIF act -0.4, HSP90 inh 3, IEC-6 tox 8, GSK3A inh 3 and HSF1 activator 4.
`O=C(NCCCN1CCOCC1)C(=O)NCc1ccccc1` gave KLF5 inhibitor -46, HSF1 inh -5, GSK3beta inhib 5, aSyn UTR inh 26, AI-2 QS modul 5, HIF act -0.2, HSP90 inh 2, IEC-6 tox 1, GSK3A inh -3 and HSF1 activator -2.
Screening COc1ccc(CCNC(=O)C2CCN(S(=O)(=O)c3ccc(SC)cc3)CC2)cc1 returned KLF5 inhibitor -11, HSF1 inh -2, GSK3beta inhib 0, aSyn UTR inh 37, AI-2 QS modul 17, HIF act -1.1, HSP90 inh -4, IEC-6 tox 4, GSK3A inh -1 and HSF1 activator 2.
Screening CCCc1ccc(OC(=O)c2ccc(O)cc2Cl)cc1 returned KLF5 inhibitor -127, HSF1 inh 38, GSK3beta inhib 0, aSyn UTR inh -63, AI-2 QS modul 18, HIF act 1.8, HSP90 inh 7, IEC-6 tox 11, GSK3A inh -3 and HSF1 activator inconclusive.
Screening CCOC(=O)C(=Cc1c[nH]c2ccc(S(=O)(=O)N(C)C)cc12)C(=O)OCC returned KLF5 inhibitor -6, HSF1 inh 103, GSK3beta inhib 0, aSyn UTR inh -13, AI-2 QS modul 15, HIF act -0.7, HSP90 inh 8, IEC-6 tox 2, GSK3A inh -4 and HSF1 activator 146*.
